Source: PubChem (several laboratories)
phage Ecoli inh: growth loss of phage-infected E. coli, primary screen, RecBCD inhibitor project, absorbance, with phage, HTS. inhibition, % at 11.9 µM. 0.26% of 360,000 active. AID 651602, 2012; in the data active = inhibition above about 11%
Mot1-301 SUMO: yeast Mot1-301 growth rescue at high temperature, primary screen, SUMOylation pathway inhibitor project, S. cerevisiae, ATP luminescence, 38.5C. S. cerevisiae Mot1-301 growth rescue; percent above DMSO median, 100 means doubled. growth rescue, % at 18.8 µM. 1% of 320,000 active. AID 2716, 2010;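 active = every valid replicate shows activation above 250% relative to neutral control wells; inactive = the rest, any valid replicate at or below 250%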;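 also: OY570 slx delta 5 strain wells were the positive control but not used for scaling; some compounds called inactive have numbers as strong as hits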
HTR5A inv ag: HTR5A inverse agonists in luminescence cell assay, primary screen, counter-screen for OPRM1-OPRD1 heterodimer inverse agonist project, full-deck HTS. inhibition, % at 9.3 µM. 5-hydroxytryptamine receptor 5A (Homo sapiens), P47898. HTR5A cell line, inverse agonism. 0.083% of 340,000 active; in the data active = inhibition mostly above about 23%, no sharp cut-off; inactive = mostly below about 18%;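 also: 0% = cells with DMSO and 100% = no-cell wells with DMSO; some compounds called inactive have numbers as strong as hits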
HTR5A ag: HTR5A agonists in luminescence cell assay, primary screen, counter-screen for OPRM1-OPRD1 heterodimer agonist project, full-deck HTS; cell-based; AID 504692, 2011; 5-hydroxytryptamine receptor 5A (Homo sapiens), P47898; activation, % at 9.3 µM; 0.61% of 340,000 active; in the data active = activation mostly above about 9.5%, no sharp cut-off; inactive = mostly below about 7.6%;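 also: 0% = cells with vehicle only and 100% = reference agonist; strong numbers were not always called active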
PKA-R1A activ: activators of PKA-R1A holoenzyme, primary screen, biochemical, fluorescence polarization, Cy5-IP20, bovine R1A, mouse PKAc | cAMP-dependent protein kinase type I-alpha regulatory subunit (Bos taurus) + … | PKA-R1A dissociation; scaled: DMSO 0%, 113 µM cGMP 100% | 0.083% of 340,000 active | AID 504707, 2011 | activation, % at 11.4 µM;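 active = percent activation above the mean of all tested compounds plus 3 SD, cut at about 19% in these data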;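 also: higher means more PKAc released from R1A so a rise in polarization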
PKA-R2B activ: activators of PKA-R2B holoenzyme, primary screen, biochemical, fluorescence polarization, Cy5-IP20, human. cAMP-dependent protein kinase catalytic subunit beta (Homo sapiens) + cAMP-dependent …. PKA-R2B holoenzyme dissociation; R2B truncated from residue 108, S112A mutant; 0% DMSO only, 100% 113 µM cGMP. activation, % at 11.4 µM. 0.079% of 340,000 active. AID 504700, 2011;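 active = activation above a cutoff set at the mean over all compounds plus 3 SD, cut at about 18% in these data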;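 also: higher means more holoenzyme dissociation and a rise in polarization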
Target sequence (P31323 whole entry, looked up, other chains not shown, the tested form may be a part): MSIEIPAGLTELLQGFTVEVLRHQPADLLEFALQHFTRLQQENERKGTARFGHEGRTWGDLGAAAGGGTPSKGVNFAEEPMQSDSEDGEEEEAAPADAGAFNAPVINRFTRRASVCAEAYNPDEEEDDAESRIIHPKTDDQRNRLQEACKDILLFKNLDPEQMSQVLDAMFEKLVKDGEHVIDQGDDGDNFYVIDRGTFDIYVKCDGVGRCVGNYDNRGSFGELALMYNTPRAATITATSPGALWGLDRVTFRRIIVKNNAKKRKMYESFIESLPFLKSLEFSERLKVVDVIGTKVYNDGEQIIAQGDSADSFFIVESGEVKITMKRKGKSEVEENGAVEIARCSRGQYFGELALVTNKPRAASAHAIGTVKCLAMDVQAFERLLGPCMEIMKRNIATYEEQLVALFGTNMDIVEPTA
Tat transport: E. coli Tat export inhibitors, primary screen, MC4100, TorA-mCherry reporter, fluorescence, single point; inhibition, % at 10 µM; 0.036% of 340,000 active;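 active = mean replicate inhibition at least 50% and at least half of replicates individually reaching 50%; inconclusive = only one of the two criteria met; inactive = neither criterion met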;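 also: exported cargo escapes ClpAP degradation while cytoplasmic cargo is degraded and loses fluorescence; 0% = median of neutral control wells and 100% = median of NaSCN control wells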
CDK5 inh: inhibitors of human CDK5/p35 kinase, primary screen, biochemical, single concentration; 0.01% of 330,000 active; Cyclin-dependent kinase 5 (Homo sapiens) + Cyclin-dependent kinase 5 activator 1 (Homo …; Recombinant CDK5/p35, ADP-Glo luminescence, 60 min; inhibition, % at 10 µM; AID 488839, 2010;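 active = highest replicate inhibition of at least 50% and at least 75% of replicates reaching 50%; inconclusive = only one of the two criteria met; inactive = both criteria failed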;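 also: plate controls were DMSO neutral control for no effect and GW8510 at 10 µM for full effect; many of its hits are not listed in these tables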
DAGLB inh: DAGLB lipase inhibitors, primary screen, biochemical, fluorescence, HTS; inhibition, % at 5.17 µM; AID 504411, 2011; HEK293T DAGLB membrane lysate, EnzChek fluorogenic substrate; 0.059% of 340,000 active; in the data active = inhibition above about 34%;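 also: 0% = enzyme with vehicle and 100% = wells lacking enzyme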
Target sequence (Q8NCG7 whole entry, looked up): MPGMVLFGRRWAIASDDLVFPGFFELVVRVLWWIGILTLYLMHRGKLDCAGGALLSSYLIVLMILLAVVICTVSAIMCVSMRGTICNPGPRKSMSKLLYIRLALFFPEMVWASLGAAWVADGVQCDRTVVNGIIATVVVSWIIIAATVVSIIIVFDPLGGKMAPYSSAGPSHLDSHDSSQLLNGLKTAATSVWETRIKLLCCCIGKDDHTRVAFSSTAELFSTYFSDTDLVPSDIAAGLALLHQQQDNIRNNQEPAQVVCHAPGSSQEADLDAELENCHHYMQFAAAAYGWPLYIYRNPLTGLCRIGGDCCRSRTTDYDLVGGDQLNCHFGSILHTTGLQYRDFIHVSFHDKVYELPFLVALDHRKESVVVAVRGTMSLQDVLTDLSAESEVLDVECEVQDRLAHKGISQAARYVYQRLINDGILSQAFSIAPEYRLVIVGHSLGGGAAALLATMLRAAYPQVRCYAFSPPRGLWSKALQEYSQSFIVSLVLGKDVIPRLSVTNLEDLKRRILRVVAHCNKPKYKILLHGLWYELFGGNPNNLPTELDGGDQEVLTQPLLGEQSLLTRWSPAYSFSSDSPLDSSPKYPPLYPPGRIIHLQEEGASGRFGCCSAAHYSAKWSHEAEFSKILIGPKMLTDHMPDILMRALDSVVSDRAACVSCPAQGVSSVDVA
E coli growth: E. coli V3065 growth inhibition, primary screen, counter-screen for AddAB inhibitor project, absorbance, OD600. 18 h. inhibition, % at 11.9 µM. 0.27% of 330,000 active. AID 449728, 2010;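 active = inhibition above the campaign's mean inhibition across all tested compounds plus 3 SD, cut at about 9.9% in these data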;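 also: uninfected addAB+ strain grown without phage in ampicillin broth; 0% = DMSO wells and 100% = ciprofloxacin 0.95 µg/ml wells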
AddAB inh: growth inhibition of E. coli expressing H. pylori AddAB, primary screen, AddAB inhibitor project, absorbance. 0.29% of 330,000 active. inhibition, % at 11.9 µM; in the data active = inhibition above about 12%;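 also: 0% = vehicle wells of infected cells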
Active calls of the source: *; i = inactive; ? = inconclusive; . = no result given; & = joins results of further samples.

SMILES | phage Ecoli inh | Mot1-301 SUMO | HTR5A inv ag | HTR5A ag | PKA-R1A activ | PKA-R2B activ | Tat transport | CDK5 inh | DAGLB inh | E coli growth | AddAB inh
CCOc1ccc(S(=O)(=O)N2CCCCC2)cc1NC(=O)C1COc2ccccc2O1 (stereo unspecified) | 2.3 | -8 | -11 | 3 | 2 | -3 | 6 | 0.1 | -9 | 0.7 | 0.9
Cc1onc(-c2ccccc2)c1C(=O)OCC(=O)Nc1ccc(C#N)cc1 | 1.2 | -3 | 12 | -5 | -21 | -8 | 6 | -0.2 | -1 | 0.9 | 2.5
COc1ccc(OC)c(NC(=O)CSc2ccc3nnc(-c4cccnc4)n3n2)c1 | 0.8 | -14 | 3 | -1 | -4 | 2 | 1 | 0.0 | 0 | -0.2 | -1.1
COc1ccc(S(=O)(=O)N2CCC(C(=O)NCCCn3ccnc3)CC2)cc1C | -0.7 | 17 | 7 | -3 | -5 | 6 | -6 | 2.1 | 0 | -0.7 | 3.0
COC(=O)Cc1cccc2c(=O)c3ccccc3oc12 | -4.8 | 17 | 26 | 2 | -7 | 8 | -7 | 0.6 | -2 | 1.3 | 5.8
CCCCc1ccc(NC(=O)CSc2nnc(CNC(=O)c3ccco3)o2)cc1 | 2.3 | -7 | 6 | -3 | -6 | 0 | -2 | -2.1 | 0 | -2.5 | 0.6
O=C(CSc1nnc(Cn2nnc3ccccc32)o1)N(Cc1ccc(Cl)cc1)c1ccccc1 | -0.2 | 4 | 16 | 3 | -14 | -18 | 15 | -0.6 | 0 | -0.8 | 5.1
CCOC(=O)C1=C(C)n2c(s/c(=C/c3cccc([N+](=O)[O-])c3)c2=O)=NC1c1ccc(O)c(OC)c1 (stereo unspecified) | 3.6 | -7 | 8 | 5 | -11 | -4 | 1 | -1.3 | -2 | -3.8 | 2.8
O=C(O)c1sccc1OCc1ccccc1 | 5.6 | 11 | 10 | -4 | -2 | 7 | ? | 1.1 | 3 | 1.5 | 2.0
COc1ccc(S(=O)(=O)N(C)CC(=O)N2CCCCC2)cc1Cl | 1.9 | 246 | -6 | 0 | -17 | 3 | 2 | -1.1 | 0 | -0.7 | -2.5
COc1cc(NC(C)CCCN)c2ncccc2c1 (stereo unspecified) | 1.8 | 2 | 6 | -2 | 2 | 5 | -6 | 2.3 | 6 | -2.7 | -4.3
Cc1ccccc1C1CC(=O)Oc2cc(O)ccc21 (stereo unspecified) | . | . | -3 | 1 | 2 | 0 | -25 | 3.2 | -4 | 2.1 | 0.2
CCOc1cc(C)ccc1OCc1nnc(SCC(=O)c2cccc([N+](=O)[O-])c2)n1C | 2.5 | 8 | 14 | -5 | -16 | -6 | 8 | -0.8 | 5 | -1.1 | -2.4
Cc1cc(=O)[nH]c(SCC(=O)NCCOc2ccccc2)n1 | 4.5 | 4 | 8 | -1 | 3 | -4 | 1 | 0.0 | 1 | -1.6 | 0.8
Cc1ccccc1NC(=O)Nc1nnc(Cc2ccc([N+](=O)[O-])cc2)s1 | 3.1 | -4 | 4 | 5 | -7 | 1 | -8 | 1.4 | 2 | 0.5 | -0.7
CN1CCN(c2nnc(-c3ccc(F)cc3)c3ccccc23)CC1 | 1.8 | 10 | -37 | 13 | 8 | 8 | 0 | 0.8 | -1 | -0.1 | 2.1
N#CCN1CCN(CC(=O)c2ccc(Br)cc2)CC1 | -2.9 | -16 | -29 | -5 | 7 | -7 | 4 | -1.2 | 1 | 3.7 | 1.9
CCCSc1nsc(NC(=O)CC)n1 | 7.7 | -10 | 1 | -1 | 4 | 1 | -6 | -0.3 | -5 | 0.6 | -0.8
CCN(CC)S(=O)(=O)c1ccc2oc(C(=O)NCc3ccc(F)cc3)c(C)c2c1 | 3.6 | i | -8 | 3 | -1 | 5 | 1 | 2.1 | -7 | 1.9 | -0.2
CCNC(=O)C/C(C)=N/NC(=O)C(=O)Nc1ccc(CC)cc1 | 3.2 | 591 | 0 | 8 | -1 | -5 | 3 | -1.3 | 0 | 1.0 | -0.3
CS(=O)(=O)c1ccc2nc(NC(=O)c3ccco3)sc2c1 | 2.1 | -12 | -2 | 1 | 6 | -6 | -4 | -1.6 | 0 | 0.3 | -1.1
Cc1ccc(/C=C/C(=O)O)cc1S(=O)(=O)N1CCc2ccccc2C1 | 3.3 | 0 | 3 | -1 | -11 | -2 | -5 | -0.6 | 1 | 1.1 | 0.2
CCCc1nc(SCC(=O)N2c3ccccc3CC2C)c2c(C)c(C)sc2n1 (stereo unspecified) | 1.5 | -15 | -11 | 4 | -3 | -6 | 3 | -2.4 | -2 | 1.9 | 1.5
O=C(NCCC1=CCCCC1)c1ccc2c(=O)n3c(nc2c1)CCCCC3 | 2.4 | 83 | -8 | 3 | -8 | 1 | -2 | 1.7 | 3 | -1.1 | 2.3
CCOC(=O)c1sc(NC(=O)C(CC)Sc2nccn2C)nc1C (stereo unspecified) | 0.9 | 3 | 8 | -3 | 1 | 5 | -3 | 8.0 | -4 | 0.7 | 0.4
COc1ccc(C(=O)C(C)OC(=O)c2sc(C)nc2C)cc1 (stereo unspecified) | -0.1 | 22 | -13 | 5 | -12 | -6 | -1 | -0.6 | 1 | 0.7 | -0.8
COc1cccc(-n2nc(C#N)c(Cl)cc2=O)c1 | 0.1 | . | 14 | -5 | -14 | -11 | 16 | 4.3 | -25 | . | .
Cc1ccc(-n2nnnc2SC(C)C(=O)Nc2ccccc2-c2ccccc2)cc1 (stereo unspecified) | 2.9 | 4 | 3 | -1 | -10 | -9 | 6 | 2.3 | -12 | 0.4 | 0.0
CNC(=O)c1ccccc1NC(=O)c1ccco1 | 3.6 | 16 | 11 | 1 | 2 | 0 | 1 | 0.0 | -3 | -1.4 | -1.5
CC(=O)OC[C@H]1O[C@@H](Sc2cccc3cccnc23)[C@H](OC(C)=O)[C@@H](OC(C)=O)[C@H]1OC(C)=O | 2.3 | 61 | -7 | 1 | 4 | -11 | 2&7 | -0.4 | -3 | -1.0 | 4.8
Cc1cc(C)c2c(=O)[nH]n(C3CCCCCC3)c2n1 | 4.0 | -6 | 11 | 0 | 2 | -5 | 3 | -3.9 | -2 | -0.6 | 2.6
Cc1c(OC(C)C(=O)NCC2CCC(C(=O)O)CC2)ccc2c1oc(=O)c1ccccc12 (stereo unspecified) | 2.5 | -4 | 16 | 1 | -5 | -2 | -6 | -2.2 | -1 | 1.5 | 4.5
COc1ccc(CCNC(=O)c2cc(-c3ccc(Cl)c(Cl)c3)oc2C)cc1 | 1.7 | 23 | -1 | -6 | 3 | -5 | -25 | -0.8 | -10 | 1.8 | 0.7
O=C(Cc1ccccc1)NC1CCN(S(=O)(=O)c2ccc(C(=O)O)cc2)CC1 | 0.9 | -14 | -4 | 2 | -8 | -5 | 6 | 1.9 | -2 | -0.2 | -1.3
CC1Cc2ccccc2N1C(=O)CSc1nnc(Cc2ccccc2)n1CCc1ccccc1 (stereo unspecified) | 2.2 | . | 6 | 2 | -7 | -2 | 29 | 0.6 | 4 | . | .
O=C1N(c2ccccc2)C(=Nc2ccccc2)SC12CC2 | 2.1 | 11 | -9 | 1 | -16 | -6 | -19 | 0.5 | -2 | 5.3 | 0.6
COc1cc(C(=O)NCCCNc2ccc([N+](=O)[O-])cc2)cc(OC)c1OC | 3.4 | 16 | -16 | -3 | 5 | -3 | -8 | . | 2 | 0.4 | 3.9
CN1CCN(c2nc(-c3cccnc3)nc3ccccc23)CC1 | 1.4 | -12 | 20 | -5 | -7 | 2 | -13 | 0.8 | -1 | 1.6 | 1.1
COc1ccc(C#Cc2ccc3c(=O)c4ccccc4n(C)c3c2)cc1 | . | 13 | 2 | 1 | -1 | 1 | -2 | 0.8 | -6 | 1.0 | 4.9
CN(C)CC(C)(C)CNS(=O)(=O)c1cccc2nsnc12 | 1.6 | 11 | -28 | 0 | 3 | 6 | -4 | -1.6 | 1 | 1.6 | 4.2
CC(C)(O)[C@H](O)COc1c2occc2cc2ccc(=O)oc12 | 3.0 | -1 | -2 | 4 | 0 | -2 | 5 | 1.9 | -1 | 2.4 | 3.5
COC(=O)[C@]1(C)N[C@H](CN(C)C(=O)c2ccc(C)cc2)[C@@H]2C(=O)N(Cc3ccccc3)C(=O)[C@@H]21 | 2.0 | 2 | 8 | -2 | -3 | -1 | -6 | -1.7 | 1 | -3.6 | -0.3
CC(=O)c1c(C(C)=O)c(C)n(NC(=O)c2ccncc2)c1C | 2.9 | . | 5 | -2 | -8 | 10 | -12 | 1.5 | -5 | -0.4 | 0.3
CCOc1ccc(Br)cc1S(=O)(=O)Nc1cccc(S(=O)(=O)Nc2ccccc2C(=O)O)c1 | 2.5 | 41 | 2 | -1 | -3 | -6 | 3 | -2.4 | 9 | -0.4 | 0.3
NCC(O)(c1ccc(Cl)cc1)c1ccc(Cl)cc1 | 5.6 | 39 | -22 | 2 | -7 | -6 | -2 | -0.7 | -5 | 6.5 | 6.1
Nc1c(-c2ccccc2)c(CN2CCOCC2)nn1-c1ccccc1 | 2.7 | 75 | 13 | -1 | -12 | 10 | -3 | -0.1 | 0 | 2.1 | 2.3
CC(O)[C@H]1CNC(=O)C(=O)N1CC1(c2ccccc2)CC1 (stereo partly specified) | 0.9 | 1 | 3 | -3 | 0 | 3 | 11 | -0.2 | -1 | -2.9 | 3.5
CC1(c2ccc([N+](=O)[O-])cc2)NC(=O)N(CC(=O)c2ccc3c(c2)OCO3)C1=O (stereo unspecified) | -0.5 | 13 | -15 | 6 | 0 | -14 | -8 | 0.8 | 1 | -0.4 | -0.9
Cc1ccc(NC(=O)c2cccc3ccccc23)cc1 | 1.5 | 14 | 4 | -1 | -4 | 5 | 2 | -0.4 | -5 | 1.0 | 0.3
COc1ccc(CNCC(O)(c2ccccc2)c2ccc(F)cc2)cc1OC (stereo unspecified) | 1.8 | -4 | -27 | 7 | -2 | -4 | 9 | -2.6 | -2 | -0.4 | -0.7

Of the compounds above, these contain bromine.
SMILES | phage Ecoli inh | Mot1-301 SUMO | HTR5A inv ag | HTR5A ag | PKA-R1A activ | PKA-R2B activ | Tat transport | CDK5 inh | DAGLB inh | E coli growth | AddAB inh
N#CCN1CCN(CC(=O)c2ccc(Br)cc2)CC1 | -2.9 | -16 | -29 | -5 | 7 | -7 | 4 | -1.2 | 1 | 3.7 | 1.9
CCOc1ccc(Br)cc1S(=O)(=O)Nc1cccc(S(=O)(=O)Nc2ccccc2C(=O)O)c1 | 2.5 | 41 | 2 | -1 | -3 | -6 | 3 | -2.4 | 9 | -0.4 | 0.3
